# Source: PubChem
# PI5P4Ka inh – inhibitors of human PI5P4K alpha; P48426; PI5P4Kalpha enzyme, ADP-Glo luminescence, 60 min; stronger effect = lower value; max response, %; 1.2% of 330,000 active; active means max response of -50% or lower; inconclusive means between -30% and -50%; inactive means -30% or higher; further: value at the top dose of about 77 µM; on the % scale 0 is the no-effect control and ±100 the full control effect
#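 Human PI5P4Kalpha with substrate in 0.038 M HEPES pH 7.4, 0.28 mM EGTA, 0.1% CHAPS, 5% DMSO; reaction started with 5 microM ATP (final), 60 min at room temperature. ADP formed read by ADP-Glo luminescence.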
# HEK293 tox – cytotoxicity in counter-screen for GLP-1R inverse agonists | Potency, µM (doses to about 38.3 µM), inactives show at the highest dose activity change, negative = inhibition, most hits filed as inhibitors | HEK293 cAMP-luciferase reporter cells, luminescence, 24 h | 0.13% of 410,000 active;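 further: loss of luciferase light is scored as toxicity; potency means the concentration at half of the fitted maximal effect; on the % scale 0 is the no-effect control and ±100 the full control effect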
#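 MLSMR compounds, 24 hr on cells at 37 deg C/5% CO2; luminescence after luciferase reagent (12 min RT). Inhibition counted as the undesired cytotoxic outcome.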
# EPAC1 antag – EPAC1 (human) antagonism | O95398 | EPAC1 GEF assay, Rap1b-BODIPY-GDP exchange fluorescence | Potency, µM (doses to about 115 µM), without a hit: at the highest dose activity change, negative = inhibition, actives largely listed as inhibitors | 0.14% of 360,000 active | AID 720709;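 further: potency means the concentration at half of the fitted maximal effect; plate controls were vehicle for no effect and positive control for full effect; nearly all actives have a fitted effect of over 50% in size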
# GLP1R inv ag – inverse agonists of human GLP-1 receptor; P43220; HEK293 GLP-1R CRE-luciferase, luminescence, 24 h; GLP-1R form is constitutively active; Potency, µM (titrated, usually from 38.3 µM), inactives show at the top dose activity change, negative = inhibition, usual class: inhibitors; 1.6% of 410,000 active; AID 624417; further: potency means the concentration at half of the fitted maximal effect; on the % scale 0 is the no-effect control and ±100 the full control effect; nearly all actives have a fitted effect of over 55% in size
# Target sequence (P43220 whole entry, looked up): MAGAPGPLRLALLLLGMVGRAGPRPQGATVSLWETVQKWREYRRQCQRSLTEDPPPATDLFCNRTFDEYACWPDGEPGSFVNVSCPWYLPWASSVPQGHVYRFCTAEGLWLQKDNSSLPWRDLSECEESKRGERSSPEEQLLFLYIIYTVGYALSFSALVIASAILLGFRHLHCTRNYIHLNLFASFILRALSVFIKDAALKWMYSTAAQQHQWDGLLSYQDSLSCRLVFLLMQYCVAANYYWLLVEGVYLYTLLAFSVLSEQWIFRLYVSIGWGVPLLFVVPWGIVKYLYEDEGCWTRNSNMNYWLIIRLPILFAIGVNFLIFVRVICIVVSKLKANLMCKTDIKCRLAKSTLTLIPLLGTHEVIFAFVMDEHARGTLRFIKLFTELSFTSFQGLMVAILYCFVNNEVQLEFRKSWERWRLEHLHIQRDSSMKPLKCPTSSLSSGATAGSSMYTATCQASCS
#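 Constitutively active GLP-1R drives a cAMP-responsive luciferase in stably transfected HEK293 cells; test compounds are added after overnight (12 h) attachment and left 24 hr, and signal loss in luminescence marks inhibition.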
# PTHR1 ag – agonists of human PTHR1 parathyroid hormone receptor. HEK293 GP2 PTHR1 cells, GloSensor cAMP luminescence, 1 h. Potency, µM (highest dose often 115 µM), for the others: at the top dose activation, hits mostly activators. 0.075% of 410,000 active. AID 743266; further: potency means the concentration at half of the fitted maximal effect; nearly all actives have a fitted effect of over 55% in size; some results filed as inactive show a strong effect at the top dose; inactives centre near -15; many of its hits are not listed in these tables
# Target sequence (Q03431 whole entry, looked up): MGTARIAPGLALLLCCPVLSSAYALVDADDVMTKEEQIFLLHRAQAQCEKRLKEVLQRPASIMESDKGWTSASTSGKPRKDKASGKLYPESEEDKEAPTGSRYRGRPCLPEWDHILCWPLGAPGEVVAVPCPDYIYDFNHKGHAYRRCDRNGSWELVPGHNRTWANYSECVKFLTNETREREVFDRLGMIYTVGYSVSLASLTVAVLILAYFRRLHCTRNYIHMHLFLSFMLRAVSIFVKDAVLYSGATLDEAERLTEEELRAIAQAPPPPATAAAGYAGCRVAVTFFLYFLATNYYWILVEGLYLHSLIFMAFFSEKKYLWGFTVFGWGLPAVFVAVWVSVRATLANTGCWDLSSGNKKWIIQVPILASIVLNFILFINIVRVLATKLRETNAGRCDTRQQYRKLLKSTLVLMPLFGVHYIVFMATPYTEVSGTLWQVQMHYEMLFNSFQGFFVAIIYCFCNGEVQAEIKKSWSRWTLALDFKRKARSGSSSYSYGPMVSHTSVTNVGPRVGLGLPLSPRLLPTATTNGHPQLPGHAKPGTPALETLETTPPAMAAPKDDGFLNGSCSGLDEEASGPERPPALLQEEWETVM
#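 HEK-293-derived GP2 cells expressing PTHR1 and a GloSensor cAMP reporter, 3,000/well, plated overnight, given luciferin plus IBMX (each 0.5 mM as added) for 1 h at 37 °C, then compound for 1 h at 37 °C. Luminescence was read after 15 min at room temperature.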
# IL-2 act – activators of IL-2; activation, % (series mostly up to about 46 µM); IL-2 activation reporter assay, cell-based qHTS; stimulated with anti-CD3/CD4/CD28 beads; in transgenic mouse T cells; 0.065% of 360,000 active; AID 652025; in the data active means activation above about 50%; inconclusive means mostly about 30% to 49%; further: 0% is about no effect
#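 Quantitative HTS in unstimulated transgenic mouse T cells, with memory T cells as non-tolerant control and PMA/ionomycin as tolerance-bypass control. Compound pretreatment lasted 60 minutes before 18 h bead stimulation; EGFP/DsRed fluorescence read.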
# EPAC1 agonist – activates human EPAC1 exchange factor. EPAC1 agonist qHTS, biochemical assay; response scale: 100% = response to 6.5 mM cAMP. Potency, µM (highest dose often 154 µM), without a hit: at the highest dose activation, usual class: activators. O95398. 0.073% of 360,000 active; further: potency means the concentration at half of the fitted maximal effect; nearly all actives have a fitted effect of over 60% in size
#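 Nucleotide exchange by EPAC1 (100 nM) on Rap1B–BODIPY-GDP (250 nM) in the presence of 50 uM GDP is tracked fluorescently at 480/540 nm over 30 min. Signals are normalized to a 6.5 mM cAMP control.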
# GLP1R ag – agonists of human GLP-1 receptor. P43220. HEK293 GLP-1R CRE-luciferase, luminescence, 4-6 h; cells express a hypersensitive GLP-1R form. 0.007% of 380,000 active. Potency, µM (top dose mostly 45.6 µM), for inactives: at the highest dose activation, most hits filed as activators; further: potency means the concentration at half of the fitted maximal effect; % of control where 0% means no effect
# PLK1 PBD inh – inhibitors of human PLK1 polo-box domain binding; P53350; Plk1 PBD binding of FITC phosphopeptide, fluorescence polarization; 2.8% of 360,000 active; Potency, µM, for the others: max response, negative = inhibition, actives largely listed as inhibitors; further: potency means the concentration at half of the fitted maximal effect; series mostly up to about 57 µM; on the % scale 0 is the no-effect control and ±100 the full control effect; nearly all actives have a fitted effect of over 65% in size
# * hit, by the source's call; i = inactive; ? = inconclusive; / = no result given; [ ] = dose if it differs, or a comment. Unless noted, the call rests on the fitted dose curve; in most records, active means well fitted curve in the direction sought with a large enough effect; inconclusive means small, poorly fitted or top-dose-only effect, or another doubt; inactive means no such curve, though single readings can be large; an effect the other way counts as inactive or inconclusive. The list is partial; count on the stated rates, not on these rows.
SMILES,PI5P4Ka inh,HEK293 tox,EPAC1 antag,GLP1R inv ag,PTHR1 ag,IL-2 act,EPAC1 agonist,GLP1R ag,PLK1 PBD inh
COc1cccc(NS(=O)(=O)c2ccc(-n3cccn3)cc2)c1,-2,15%,-20%,?,-16%,-3.2,-8%,5%,-11%
Cn1c(=O)n(C)c2cc(S(=O)(=O)Nc3ccc(F)cc3)ccc21,-5,3%,2%,16%,-41%[inhibitor],-0.7,-1%,-5%,-5%
CN=C(NC(=O)Nc1c(C)cccc1C)NC(=O)Nc1c(C)cccc1C,7,5%,2%,7%,i,-3.7,3%,1%,-7%
CN(C)c1ccc(C(=O)n2nnc3ccccc32)cc1,/,1%,-7%,-1%,-32%[inhibitor],-2.6,4%,-7%,-19%
CC(C)(C)C1CCC(=NNC(=O)c2cc(-c3ccccc3)n[nH]2)CC1 (stereo not drawn),9,-2%,?,-3%,7%,-2.8,-2%,-4%,-13%
CC(=O)Cc1nsc(NC(=O)c2cn(-c3ccccc3)nc2-c2ccc(Br)cc2)n1,0,1%,-2%,-2%,-1%,-0.8,6%,1%,-8%
COC(=O)[C@H](CC(C)C)NC(=O)Nc1ccc2c(c1)OCCO2,/,-14%,8%,4%,0%,-2.1,3%,-11%,-4%
CC1OC(Nc2ccc(OC(F)(F)F)cc2)C(O)C(O)C1O (stereo not drawn),/,0%,-11%,9%,i,1.0,0%,-8%,-7%
CCOC(=O)CN1N=C(/C=C/c2ccc(OC)cc2)CCC1=O,-8,24%,-1%,5%,-27%,0.9,2%,15%,5%
O=C(CCc1ccc(S(=O)(=O)N2CCOCC2)cc1)OCC(=O)c1ccc(Br)cc1,7,-6%,5%,1%,-13%,1.1,23%,-2%,-3%

# Structures listed so far with sulfur, in the order listed:
SMILES,PI5P4Ka inh,HEK293 tox,EPAC1 antag,GLP1R inv ag,PTHR1 ag,IL-2 act,EPAC1 agonist,GLP1R ag,PLK1 PBD inh
COc1cccc(NS(=O)(=O)c2ccc(-n3cccn3)cc2)c1,-2,15%,-20%,?,-16%,-3.2,-8%,5%,-11%
Cn1c(=O)n(C)c2cc(S(=O)(=O)Nc3ccc(F)cc3)ccc21,-5,3%,2%,16%,-41%[inhibitor],-0.7,-1%,-5%,-5%
CC(=O)Cc1nsc(NC(=O)c2cn(-c3ccccc3)nc2-c2ccc(Br)cc2)n1,0,1%,-2%,-2%,-1%,-0.8,6%,1%,-8%
O=C(CCc1ccc(S(=O)(=O)N2CCOCC2)cc1)OCC(=O)c1ccc(Br)cc1,7,-6%,5%,1%,-13%,1.1,23%,-2%,-3%

# (further entries)
SMILES,PI5P4Ka inh,HEK293 tox,EPAC1 antag,GLP1R inv ag,PTHR1 ag,IL-2 act,EPAC1 agonist,GLP1R ag,PLK1 PBD inh
O=C(CSc1nnc(CNc2ccc(F)cc2)o1)OC1CCCCC1,-9,-4%,-5%,1%,i,0.0,6%,-6%,21µM*
O=C(CCN1C(=O)c2ccccc2C1=O)Nc1cc(F)ccc1F,0,9%,2%,14%,i,-1.9,1%,5%,-2%
CCN1CC2=C(OC(N)=C(C#N)C2c2cccs2)/C(=C/c2cccs2)C1 (stereo not drawn),-28,-16%,4%,?,i,-0.6,6%,-9%,-17%
CC/C(O)=C1\C(=O)CC(c2ccccc2)CC1=NCCc1c(C)[nH]c2ccc(C)cc12 (stereo not drawn),13,-9%,-8%,-23%,i,-2.9,-1%,3%,-4%
Nc1ncnc(Sc2ccccc2)c1[N+](=O)[O-],-8,-23%,2%,?,i,-2.1,-2%,0%,-16%
O=C(COC(=O)/C=C/c1cccc(Br)c1)NC1CCCCCC1,-7,5%,7%,7%,-27%,-0.4,-10%,2%,-13%
CSCCC(c1nc2ccccc2[nH]1)n1c(/C=C/c2ccc(F)c(F)c2)nc2ccccc21 (stereo not drawn),0,-22%,0%,?,-68%[inhibitor],0.2,16%,/,-14%
Nn1cnc2scc(-c3ccc(Cl)cc3)c2c1=O,1,-1%,10%,19%,-10%,-0.1,-7%,0%,1%
Cc1cc(NC(=O)c2ccc3c(c2)OCCO3)cc(-c2nc3ccccc3o2)c1O,/,1%,/,3%,-18%,/,/,4%,/
Cc1c(C(=O)N2CCCC(C)(C(=O)NS(=O)(=O)C3CC3)C2)oc2ccccc12 (stereo not drawn),-5,4%,-3%,8%,i,-0.2,-11%,-3%,-5%
COC(=O)c1ccc(S(=O)(=O)N2CCCN(Cc3cccc(Br)c3F)CC2)n1C,2,8%,-3%,?,-91%[inhibitor],0.0,6%,5%,-17%
O=C(O)c1cccc(Cn2c(Cl)c(/C=N/NC(=O)c3ccco3)sc2=O)c1,-1,1%,20%,3%,?,-3.6,-7%,-1%,-7%
c1cnc(NC2CCCCCC2)nc1,/,2%,1%,11%,i,-1.6,-2%,1%,-2%
CCOc1ccc(NC(N)=O)cc1,/,3%,8%,-6%,i,1.0,1%,-1%,0%
Cc1ccccc1Cn1nc(C)c(NC(=O)c2nc3n(n2)C(C(F)F)CC(C)N3)c1C (stereo not drawn),-2,-2%,13%,8%,i,-0.6,3%,-14%,-4%
COc1ccccc1/C=C/C(=O)NC(=S)N1CCN(C)CC1,-9,-23%,?,20%,i,-1.3,-6%,-3%,-9%
Fc1ccccc1NC(=S)Nc1cccc2cnccc12,-5,12%,7%,-21%,-23%,-0.4,11%,3%,30µM*
Cc1cc(NC(=O)C2Oc3ccccc3OC2C)no1 (stereo not drawn),11,7%,-23%,14%,i,-1.4,-14%,15%,-12%
CCOc1cc(C(=O)NCC(=O)N2CCC3(CC2)NCCc2[nH]cnc23)cc(OCC)c1OCC,-4,-11%,?,5%,-23%,-2.4,8%,11%,?
CC(=O)Nc1cccc(NC(=O)CSc2nc(C3CC3)nc3ccccc23)c1,4,-36%,-14%,?,-15%,-2.3,1%,13%,6%
COc1cc(S(=O)(=O)Nc2ccc(C)cc2)ccc1N=Cc1c(C)[nH]n(-c2ccc(C)cc2)c1=O,0,21%,?,?,i,21,10%,0%,-8%
O=[N+]([O-])c1ccc(-c2n(-c3ccccn3)c3ccccc3[n+]2-c2ccccn2)cc1,2,-5%,?,?,20%,-0.1,3%,13%,-18%
O=C(c1ccccc1Cl)N(Cc1ccc(Br)cc1)N1C(=O)CCCC1=O,2,0%,12%,-27%,i,1.4,-6%,11%,-10%
CC(C)CN(C(=O)COC(=O)c1ccc2c(c1)OCO2)c1c(N)n(Cc2ccccc2)c(=O)[nH]c1=O,-4,2%,13%,-26%,-23%,-5.6,-1%,-17%,-9%
C[C@H](CO)N1C[C@H](C)[C@@H](CN(C)S(=O)(=O)c2cn(C)cn2)Oc2ccc(NC(=O)Nc3ccccc3)cc2C1=O,-1,-2%,23%,5%,18%,0.0,-14%,-3%,?
O=C(Nc1ccncc1)Nc1ccc(F)cc1F,/,-15%,1%,8%,-15%,-4.2,0%,-11%,-2%
C#CCNC(=O)C[C@@H]1C[C@@]2(C(=O)OCC)CCCC=C2N(CCC2=CCCCC2)C1=O,-1,2%,2%,-5%,-1%,-0.4,-2%,/,3%
Cc1ccc(C)c(C(O)c2ncc(-c3ccc(Cl)cc3)[nH]2)c1 (stereo not drawn),11,-5%,-10%,?,-13%,0.4,-5%,-1%,-2%
CC(C)Cn1c(SCC(=O)N(C)C2CCS(=O)(=O)C2)nc2cc(Cl)ccc2c1=O (stereo not drawn),-5,-19%,2%,16%,i,1.1,0%,-8%,-2%
COC(=O)c1cc(OC)c(OC)cc1NC(=S)N1CCN(C/C=C/c2ccccc2)CC1,0,0%[1.53 µM],-7%,?,i,-0.4,-9%,6%,2%
COC(=O)c1cc2c(C)nn(C)c2s1,1,0%,10%,18%,i,1.5,8%,4%,0%
O=C(N/C(=C/c1ccc(Br)cc1)C(=O)N1CCCC1)c1ccccc1F,1,-18%,-13%,-27%,i,-0.1,-8%,0%,-19%
Cc1ccc(-n2c(SCC(=O)NCC3CCCO3)nc3n[nH]c(C)c3c2=N)cc1Cl (stereo not drawn),-1,6%,-5%,-14%,-8%,-0.3,-3%,3%,-4%
O=P(CCN1CCCCC1)(c1ccccc1)c1ccccc1,-5,7%,3%,-6%,31%,-3.0,1%,-3%,-6%
COc1cc(C)c(C(C)C)cc1S(=O)(=O)n1ccnc1,/,3%,7%,-6%,-7%[57.5 µM],-2.0,5%,-4%,-9%
CC(=O)c1cc2c(cc1NC(=O)CCn1cnnn1)OCO2,-2,-1%,-8%,1%,-5%,0.1,9%,12%,-9%
Cc1cc(C(=O)OCC(=O)N(C)c2ccccc2)ccc1[N+](=O)[O-],1,-4%,-19%,-15%,-31%,-2.7,-7%,13%,-3%
CC1=C(C(=O)OCc2ccccc2)C(c2ccccc2Cl)NC(=O)N1CCCCCC(=O)O (stereo not drawn),-7,-6%,2%,4%,i,-0.2,-18%,5%,-6%
COc1ccc(Cl)cc1NC(=O)N1CCN(C2CCCCC2)CC1,/,-14%,16%,?,29%,-1.1,-5%,20%,0%
CC1CCC(NC(=O)C2CCC(CNS(=O)(=O)c3cccc4cccnc34)CC2)CC1 (stereo not drawn),3,-16%,-8%,?,-10%,-1.7,3%,5%,-9%
CC(=O)c1ccc(NC(=O)CN(c2c(C)cccc2C)S(C)(=O)=O)cc1,0,3%,6%,-22%,-8%,0.7,-4%,2%,-2%
C=CCOc1cccc(C(=O)N2CCCC(Nc3ccc4c(c3)OCCO4)C2)c1 (stereo not drawn),0,-16%,2%,-9%,-22%,-4.5,-8%,-1%,5%
COc1cc(OC)cc(-c2nnc(SCc3ccc(C(=O)O)cc3)o2)c1,-18,6%,-8%,1%,-19%,-0.2,2%,6%,19µM*
CN(CC(=O)Nc1ccc(F)c(F)c1F)C(=O)C1CCCC1,1,4%,-12%,16%,-34%[inhibitor],0.0,-7%,-2%,-1%
CCOC(=O)c1[nH]c(C)c(C(=O)OCCN2C(=O)c3ccccc3C2=O)c1C,0,-26%,3%,?,-12%,-1.8,-4%,1%,0%
O=C1Cn2nnc(-c3ccccc3)c2C2c3ccccc3CCN12 (stereo not drawn),0,3%,0%,1%,-20%,0.1,12%,11%,-11%
